Yeast lifespan up: extends the lifespan of yeast; inhibition of the nicotinamide effect, % at 10 µM; AID 775; S. cerevisiae growth with nicotinamide, OD615; deaD strain in restrictive glucose medium; hit rate 0.68% among 130,000;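 active = inhibition above a set limit, placed 3 SD over the median of all compounds, cut at about 26% in these data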;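 also: 0% = nicotinamide-treated wells and 100% = cells grown without nicotinamide; some compounds called inactive have numbers as strong as hits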
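Material: Modified budding yeast, DeaD strain | Medium: Restrictive glucose medium | Probe or stimulus: 1.5 mM nicotinamide | Dosing: Single dose 10 µM compound, 0.25% DMSO | Times: 48 h at 30 °C | Technique: OD615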
E-sel TNF inh: TNF alpha driven E-selectin expression inhibition | inhibition, % at 2 µM | hit rate 0.71% among 120,000 | HUVEC TNFa-induced E-selectin immunofluorescence, high content;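 active = inhibition above the batch mean plus 3 SD, and confirmed as a hit on visual image review, cut at about 43% in these data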;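 also: 0% = TNF-stimulated DMSO wells and 100% = unstimulated control wells; not every result past the cut was called active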
NPY Y2 blocker: antagonists of human neuropeptide Y receptor Y2. P49146. NPY-Y2 expressing cells, antagonist mode. inhibition, % at 2.7 µM. hit rate 0.99% among 140,000; in the data active = inhibition above about 17%;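 also: 0% = vehicle with agonist challenge and 100% = reference antagonist with challenge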
Target sequence (P49146 whole entry, looked up): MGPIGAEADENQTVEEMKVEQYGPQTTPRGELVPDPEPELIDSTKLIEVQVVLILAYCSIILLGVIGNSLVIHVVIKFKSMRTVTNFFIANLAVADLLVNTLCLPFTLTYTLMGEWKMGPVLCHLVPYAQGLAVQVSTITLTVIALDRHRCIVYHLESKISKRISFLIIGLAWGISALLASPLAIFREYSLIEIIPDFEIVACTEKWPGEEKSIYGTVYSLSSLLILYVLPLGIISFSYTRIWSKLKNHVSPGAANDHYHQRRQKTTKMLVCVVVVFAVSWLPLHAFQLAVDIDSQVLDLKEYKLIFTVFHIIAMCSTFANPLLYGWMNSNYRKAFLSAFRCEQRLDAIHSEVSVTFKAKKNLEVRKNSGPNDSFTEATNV
Phagocyt inh: inhibitors of macrophage phagocytosis; AID 1029; J774A.1 macrophage IgG-bead phagocytosis, imaging; inhibition, % at 5 µM; hit rate 0.07% among 110,000;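 active = inhibition above the mean of the plate negative controls plus 5 SD, cut at about 13% in these data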;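 also: phagocytic index as fraction of beads internalized from green versus red external bead signal; plate controls were DMSO negative control for no effect and cytochalasin-D positive control for full effect; some results beyond the cut were filed as inactive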
GALR2 blocker: GALR2 (human) receptor antagonism; O43603; GALR2-expressing cells, antagonist mode; inhibition, % at 4 µM; hit rate 0.39% among 140,000; AID 828; in the data active = inhibition above about 27%;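 also: cells stimulated with galanin 1-16 at roughly its EC80; 0% = agonist challenge control and 100% = basal control without agonist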
Target sequence (O43603 whole entry, looked up): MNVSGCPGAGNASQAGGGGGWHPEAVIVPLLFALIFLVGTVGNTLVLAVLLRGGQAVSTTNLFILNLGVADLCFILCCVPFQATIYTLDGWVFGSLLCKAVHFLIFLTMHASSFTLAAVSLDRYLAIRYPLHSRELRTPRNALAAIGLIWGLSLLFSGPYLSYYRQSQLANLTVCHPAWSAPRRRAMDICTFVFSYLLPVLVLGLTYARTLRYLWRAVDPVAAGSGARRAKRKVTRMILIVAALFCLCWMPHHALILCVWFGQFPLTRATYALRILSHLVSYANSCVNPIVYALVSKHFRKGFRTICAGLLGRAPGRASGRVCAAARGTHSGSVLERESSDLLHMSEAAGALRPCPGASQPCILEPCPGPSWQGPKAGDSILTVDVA
Measles CPE: protection of cells from measles virus; hit rate 1.5% among 140,000; Measles virus-infected cells, CPE protection, absorbance; protection (pct of control), % at 4 µM; AID 841; in the data active = protection mostly above about 24%, no sharp cut-off; inactive = mostly below about 26%; also: some compounds called inactive have numbers as strong as hits
MRP1 act: activates MRP-1; hit rate 0.61% among 140,000; AID 799; H69AR cells + doxorubicin, viability rescue, CellTiter-Glo; viability increase, % at 10 µM;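 active = viability gain under doxorubicin at or above a set limit, the compound median plus 3 SD, cut at about 4.7% in these data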;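 also: MRP-1 overexpressing cells given doxorubicin 25 µM after compound pretreatment; 18-22 h compound pretreatment then 72 h with doxorubicin before readout; 0% = doxorubicin-only wells and 100% = vehicle-treated cells without doxorubicin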
PTEN del growth: growth suppressors of cells with PTEN tumor suppressor deletion; HCT116 PTEN-null viability, CellTiter-Glo, 60 h; active compounds read low; viability, % at 10 µM; hit rate 1.2% among 140,000;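 active = viability at or below a set limit, 4 SD under the median of all tested compounds, cut at about 3.7% in these data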;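 also: PTEN knockout HCT116 line with beta catenin targeted HCT116 as companion control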
bCat KO growth: beta-catenin-lacking colon tumor cell growth suppression. hit rate 1.5% among 140,000. HCT116 beta-catenin knockout viability, CellTiter-Glo, 60 h; active compounds read low. AID 818. viability, % at 10 µM;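 active = viability at or under a set limit, the compound median less 4 SD, cut at about 6% in these data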;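 also: 0% = Hyamine 1622 control at 20 µM and 100% = untreated cell control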
BB579 growth dn: chemicals that inhibit yeast BB579 growth in restrictive medium (lifespan-shortening candidates). AID 804. hit rate 0.51% among 140,000. inhibition, % at 10 µM. S. cerevisiae BB579 growth, OD615, 48 h;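 active = inhibition above a set limit, 3 SD over the mean compound inhibition, cut at about 44% in these data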; also: inactives centre near -24
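controls = amphotericin B 10 µg/mL, positive | assay system = DeaD yeast strain BB579 | schedule = 48 h compound exposure at 30 °C after 4 h preincubation | detection = OD615 turbidity measurement | medium = restrictive CSMM-D medium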
Starred values were filed as active, the others as inactive; / = not tested or not shown.

SMILES	Yeast lifespan up	E-sel TNF inh	NPY Y2 blocker	Phagocyt inh	GALR2 blocker	Measles CPE	MRP1 act	PTEN del growth	bCat KO growth	BB579 growth dn
O=C(CNS(=O)(=O)c1ccc(Br)s1)NCc1ccc2c(c1)OCO2	-7	/	5	-3	5	12	-2.1	98	85	-10
CCn1c(C)nc2cc(C(=O)N=Nc3c(O)[nH]c4ccccc34)ccc21	5	-9	6	-5	4	27	-0.1	105	92	-7
COc1cc(NC(=O)Cc2ccccc2OC)cc(OC)c1	-4	-6	3	1	-7	0	-1.1	98	98	-64
CCCOc1ccc(C(=O)Nc2c[nH]c(=O)[nH]c2=O)cc1	-3	/	6	-9	0	34	1.2	84	88	-18
CCOc1ccc(CCNC(=O)C2CCN(S(=O)(=O)N3CCCCC3)CC2)cc1OCC	1	-7	2	-1	-4	9	-1.0	98	82	-27
CCCS(=O)(=O)N1CCC(C(=O)NC2CCCC(C)C2C)CC1 (stereo unspecified)	-9	-3	1	0	7	14	-0.9	93	85	-39
O=C(CN(Cc1ccco1)C(=O)c1ccc(Cl)cc1)Nc1c(Cl)cc(Cl)cc1Cl	-1	/	7	-11	-14	14	0.1	91	87	-33
Cc1cccc(-c2nnc(N)s2)c1	-26	-7	-1	0	-12	36*	-0.9	101	107	-31
O=C(COC(=O)CC(c1ccccc1)c1ccccc1)Nc1c(F)cccc1F	12	/	3	-5	-7	4	-0.8	89	86	-71
O=S(=O)(NCCSc1ccccc1)c1ccc2c(c1)OCCO2	-8	7	5	/	0	16	-3.0	86	89	-18
CN(C(=O)Cn1nnc(-c2cccc(C(F)(F)F)c2)n1)C1CCCCC1	-13	14	3	/	5	19	-0.8	104	86	-19
O=S(=O)(c1ccc(Cl)c(NC(=S)Nc2cccc(O)c2)c1)N1CCOCC1	27*	-13	1	-1	-1	7	-4.0	89	96	-4
CCOC(=O)c1ccc(COC(=O)c2cc(=O)[nH]c3ccccc23)o1	-20	-16	5	/	7	14	-0.9	80	96	0
CCCCNC(=O)CCn1nc(-c2ccccc2)ccc1=O	-7	-21	0	0	-4	49*	0.9	93	105	-15
COc1ccc(C2SCCN2C(=S)Nc2ccc(Cl)cc2)cc1 (stereo unspecified)	0	/	6	-5	-7	9	-0.5	89	82	14
CC(CNC(=O)c1ccc(C(C)(C)C)cc1)CN(C)C (stereo unspecified)	3	-13	1	3	-13	2	-1.3	95	89	-21
CCCCC(CC)C(=O)NCCc1ccc(S(N)(=O)=O)cc1 (stereo unspecified)	-4	-20	4	-1	10	4	-0.2	97	105	-11
O=C(Nc1ccc(CN2CCCCC2)cc1)c1ccc2c(c1)OCO2	-5	-13	0	4	3	18	-1.5	94	94	2
COc1cc(C(=O)NCc2ccccc2)ccc1OC(F)F	-6	13	-1	-5	4	13	-1.4	90	87	-12
Cc1cc(C)c(S(=O)(=O)n2ccc(-c3ccc(OCCN(C)c4ccccn4)cc3)n2)c(C)c1	-10	10	4	/	-8	4	2.6	68	80	18
CNC(=O)CN(C)S(=O)(=O)c1ccc(OC)c(Cl)c1	2	-9	1	2	-20	9	-0.3	95	89	-51
CCN(CC)S(=O)(=O)c1ccc(-c2nnco2)cc1	-3	-19	-2	/	15	2	-0.8	98	95	2
N#CC1(c2ccccc2)CCCN1C(=O)c1ccc(Br)o1 (stereo unspecified)	-5	/	1	0	0	2	0.0	85	81	-58
NC(=O)C1(N2CCCCC2)CCN(Cc2ccc(F)cc2)CC1	-13	19	4	-1	-11	24	-1.0	73	80	-4
C=CCn1c(COc2ccccc2)nnc1SCC(=O)NCC(=O)OCC	-12	/	7	-1	8	11	-0.5	76	82	-51
COc1ccc(Cl)cc1C(=O)NC(=S)Nc1cc(-c2nc3ccccc3[nH]2)ccc1C	-19	-31	5	/	-9	4	-2.4	26	66	-50
COCCNc1nc(CSc2ccccc2)nc2sc(C)c(C)c12	-4	/	6	-7	0	2	0.9	65	74	-19
COc1ccc(CN(C(=O)c2ccc(-c3ccccc3)[nH]2)C(C(=O)NCC2CCCO2)c2ccc(C)o2)cc1 (stereo unspecified)	-1	/	-3	/	-2	14	-1.0	62	74	-26
C#CC[N+](C)(C)CC#Cc1ccc(Cl)cc1	4	-11	1	-9	-9	3	-0.3	63	67	-34
O=C(CCc1ccccc1)Nc1ccccc1[N+](=O)[O-]	-7	/	0	4	8	/	1.6	90	93	-31
CC(=O)n1nc(-c2ccccc2)nc1NCc1ccc(F)cc1	-16	-20	6	-4	8	8	0.5	69	67	-10
O=C(C1CCCO1)N1CCN(C(=S)Nc2ccc(Cl)cc2)CC1 (stereo unspecified)	-5	13	0	-5	-2	12	0.6	90	96	-18
Cc1ccc(-n2c(C)cc(/C([O-])=C(/C(=S)Nc3ccc(F)c(Cl)c3)[n+]3ccccc3)c2C)cc1	-9	/	0	0	-2	6	-1.9	64	58	-46
COc1cccc(-c2csc(N3CCN(C(=O)Nc4ccccc4OC)CC3)n2)c1	-8	/	10	/	2	2	-1.7	100	84	-27
CCOc1ccc(CC(=O)Nc2ccc(S(=O)(=O)Nc3cc(C)on3)cc2)cc1OCC	-6	/	6	-2	-8	7	-2.5	80	92	-29
O=C(NCCN1C(=O)S/C(=C\c2ccc(OC(F)F)cc2)C1=O)c1cnccn1	-2	-14	9	/	3	4	-3.0	23	21	-42
Cc1ccc(CNC(=O)CSc2ccc(-c3ccco3)nn2)cc1	-1	/	7	-8	2	23	-0.2	95	89	6
O=C1C2ON(c3ccc(Cl)cc3)C(c3ccco3)C2C(=O)N1c1ccccc1 (stereo unspecified)	3	10	3	3	1	5	-1.8	96	96	-13
CCC(C)N1CCCCC1C(=O)Nc1c(C)cc(C)cc1C (stereo unspecified)	/	-14	0	/	8	16	-3.6	80	84	-41
C/C(=N\Nc1ccc([N+](=O)[O-])cc1)c1ccc(-n2nncc2C)cc1	4	19	3	-7	16	9	-2.6	78	78	-61
c1ccc(-c2noc(CSc3nnc(Cc4cccs4)n3-c3ccccc3)n2)cc1	0	6	6	/	9	15	-2.7	94	104	-29
CCCCNC(=O)C1C2C=CC3(CN(Cc4ccc(C)cc4)C(=O)C13)O2 (stereo unspecified)	-6	/	1	/	7	4	-2.2	91	99	-19
COC(=O)[C@H](Cc1ccccc1)NC(=O)O[C@@H]1C(=O)c2cc(OC)ccc2O[C@H]1c1ccc(OC)c(Br)c1	5	/	1	/	-4	5	-0.1	57	57	-41
Cc1cc(NC(=O)c2cc3ccccc3oc2=O)no1	-17	/	0	/	5	6	-0.4	102	110	-67
COc1ccc2c(c1)C(C)=CC(C)(C)N2C(=O)CN1C(=O)CCC1=O	/	36	3	/	2	22	-2.6	109	100	-24
Cc1cc(CSc2ccccc2)ccc1NC(=O)COc1ccccc1	-5	-23	16	0	-16	3	0.5	86	89	-27
CC1CC(C)CN(C(=O)Cn2c(SCC(=O)N3CCc4ccccc4C3)nc3ccccc32)C1 (stereo unspecified)	/	-9	1	/	7	16	-4.8	83	101	-39
COc1ccc(OCC(=O)OCC(=O)Nc2ccc(S(=O)(=O)N3CCCCC3)cc2)cc1	-7	-11	6	-2	-4	12	-0.3	96	91	-43
Cc1ccc(OCC(=O)NNC(=O)C2CCN(c3nccc(C)n3)CC2)cc1	0	-30	2	/	-16	3	-1.3	102	108	-11
CC(C)C(=O)Nc1ccc2c(c1)nc(CCN1CCN(C)CC1)n2C	-11	0	2	0	-5	4	0.2	102	95	-13
NC(=O)C1(N2CCCCC2)CCN(C2CC(=O)N(CCc3ccccc3)C2=O)CC1 (stereo unspecified)	-2	-8	-2	2	4	12	0.3	105	92	-51
COc1cc2[nH]c(=O)n(CCC(=O)N3CCC(N4CCCCC4)CC3)c(=O)c2cc1OC	-18	-24	3	6	-1	14	-0.3	92	104	-61
CCOC(=O)CCC(NC(=O)c1cncc(O)c1)C(=O)OCC (stereo unspecified)	2	-36	3	2	-6	5	0.9	102	103	-74
CC1=C(C(=O)Nc2ccccc2C)C(c2ccc(C)o2)C2=C(CCCC2=O)N1 (stereo unspecified)	25	-6	8	1	5	21	-1.2	103	95	-28
CN(Cc1ccccc1)C(=O)CCS(=O)(=O)c1ccc2c(c1)n(C)c(=O)c(=O)n2C	-3	-13	3	-1	13	17	0.1	116	101	-35
Cc1ccc(S(=O)(=O)N(C)C)cc1NC(=O)COC(=O)c1ccc2c(c1)OCO2	0	/	1	-7	14	4	1.3	103	97	-12
CC(Sc1ccsc1[N+](=O)[O-])C(=O)NCCc1ccc(Cl)cc1 (stereo unspecified)	-4	5	2	/	-5	24	-4.0	77	76	16
COc1ccc(NC(=O)CSc2nc3c(cc2C#N)CN(C)CC3)cc1	-11	/	/	-2	/	15	0.6	75	74	-36
Cc1cccc(NC(=O)c2cccc(N3C(=O)C4C5CCC(C5)C4C3=O)c2)c1C (stereo unspecified)	-10	-4	5	-2	-7	12	-2.4	93	89	-10
COc1ccc(Cn2c(CCC(=O)NCc3ccco3)nc3cccnc32)cc1	-1	/	0	-2	6	14	-3.2	93	98	-21
Next section:
SMILES	Yeast lifespan up	E-sel TNF inh	NPY Y2 blocker	Phagocyt inh	GALR2 blocker	Measles CPE	MRP1 act	PTEN del growth	bCat KO growth	BB579 growth dn
O=C(Nc1ccccc1)N1CCc2ccccc2C1	/	-24	2	/	-9	7	-4.4	91	87	-24
CCOC(=O)c1c(C)c(C(=O)NCc2ccccc2OC)c(C)n1C	-11	0	2	0	-1	8	-0.8	89	86	-29
N#Cc1ccc(NC(=O)c2nc(-c3ccccc3)n(-c3ccccc3)n2)cc1	-13	0	1	-1	4	8	0.3	104	93	-45
O=C(CN1C(=O)CCSc2ccccc21)Nc1cccc(F)c1	-8	/	1	0	-4	4	-0.5	95	92	-16
COc1ccc(CCNC(=O)CN2CCC(n3nnc4cc(F)ccc43)CC2)cc1OC	-4	10	1	0	2	12	-3.0	92	89	-20
CCCc1nnc(SCc2ccc(C(=O)OC)o2)n1N	1	27	0	4	-15	11	-4.0	92	95	-12
CCc1nnc(NC(=O)NC(C)(C)C)s1	-2	-19	1	-1	-6	15	-1.4	94	95	-31
O=c1c2ccccc2sn1-c1ccc(S(=O)(=O)N2CCCC2)cc1	0	/	-2	/	-7	-1	-3.0	85	81	-9
COc1ccc(-c2nnc3n2N=C(C)CS3)cc1OC	-14	-28	0	-1	4	22	-0.4	97	102	-9
Cc1cc(NC(=O)Nc2ccccc2)n(-c2ccccc2)n1	-15	-29	-1	1	5	3	-0.3	88	90	-13
O=C(NS(=O)(=O)c1ccccc1)c1ccccc1F	-10	1	2	/	-8	5	-0.3	86	91	-2
COc1ccc(-n2cc(-c3ccccc3)[nH]c2=S)cc1	-4	/	1	-6	19	26	2.5	94	92	-2
Cc1ccc(C(=O)c2ccccc2C(=O)OCC(=O)Nc2ccc(SC(F)F)cc2)cc1	5	26	2	4	13	9	-3.7	68	72	-34

Copied from the listing for reference:
SMILES	Yeast lifespan up	E-sel TNF inh	NPY Y2 blocker	Phagocyt inh	GALR2 blocker	Measles CPE	MRP1 act	PTEN del growth	bCat KO growth	BB579 growth dn
O=C(CN(Cc1ccco1)C(=O)c1ccc(Cl)cc1)Nc1c(Cl)cc(Cl)cc1Cl	-1	/	7	-11	-14	14	0.1	91	87	-33
Cc1cccc(-c2nnc(N)s2)c1	-26	-7	-1	0	-12	36*	-0.9	101	107	-31

Source: PubChem (several laboratories)

An unsorted share of the library (roughly 6.4% active in at least one column).
